p53 reactivation = re-activators of mutant p53; H1299 p53-A138V BP100-luciferase reporter, luminescence, 24 h; Potency, µM (series often up to 92.2 µM), for inactives: at the top dose activity change, positive = activation, actives largely listed as activators; 0.063% of 320,000 active; AID 504706; note: % of control where 0% means no effect; nearly all actives have a fitted effect of over 45% in size
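p53-null H1299 cells stably carrying temperature-sensitive p53-A138V and a BP100-luciferase reporter were pinned with compounds (4-point, 1:5 series) and held 24 hrs at 37 deg C. Luminescence was read 10 min after detection reagent.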
RORg inh = blocks mouse ROR gamma transcriptional activity. Drosophila S2 Gal4-RORgamma UAS-luciferase reporter, 20 h. 5.4% of 310,000 active. AID 2551. P51450. Potency, µM (titrated, usually from 53.6 µM), for inactives: top-dose activity change, negative = inhibition, most hits filed as inhibitors; note: % is set by controls: 0 for no effect and ±100 for the full control effect; nearly all actives have a fitted effect of over 60% in size
Target sequence (P51450 whole entry, looked up, the tested form may be a part): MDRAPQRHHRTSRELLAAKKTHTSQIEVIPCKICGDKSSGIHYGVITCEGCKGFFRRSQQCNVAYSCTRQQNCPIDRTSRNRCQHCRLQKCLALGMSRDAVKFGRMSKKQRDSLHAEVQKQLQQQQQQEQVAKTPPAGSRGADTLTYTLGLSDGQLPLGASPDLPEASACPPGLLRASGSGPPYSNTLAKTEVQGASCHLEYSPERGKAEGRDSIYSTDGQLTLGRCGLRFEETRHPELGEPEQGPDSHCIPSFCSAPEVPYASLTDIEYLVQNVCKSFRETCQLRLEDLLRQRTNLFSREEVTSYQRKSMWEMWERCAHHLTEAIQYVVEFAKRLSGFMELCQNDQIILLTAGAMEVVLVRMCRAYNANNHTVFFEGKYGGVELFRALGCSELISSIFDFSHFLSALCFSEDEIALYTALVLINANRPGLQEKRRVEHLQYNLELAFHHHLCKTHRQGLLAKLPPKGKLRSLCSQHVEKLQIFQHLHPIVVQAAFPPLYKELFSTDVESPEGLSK
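Drosophila S2 cells stably expressing Gal4-DBD/mouse RORγ fusion under metallothionein promoter plus UAS-luciferase; compound 1 h, then 700 uM CuSO4 induction for 20 h at ambient temperature; inhibition read as reduced luminescence.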
Rab9 prom act = activators of Rab9 promoter. Potency, µM (titrated, usually from 9.22 µM), for the others: top-dose activation, negative = inhibition, most hits filed as activators. Huh7 Rab9 promoter-luciferase reporter, luminescence, 24 h. 2.8% of 320,000 active; note: % of control where 0% means no effect; nearly all actives have a fitted effect of over 60% in size
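Huh7 cells stably carrying Rab9 promoter–luciferase reporter, plated 1500 cells/well, compound added after 2 h and incubated 24 h at 37 °C; luciferase luminescence then read after 10 min with detection reagent.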
ELG1 genotox = inducers of genotoxicity in HEK293T ELG1-luciferase cells; HEK293T ELG1-luciferase reporter, luminescence, 16 h; Potency, µM (titrated, usually from 46 µM), without a hit: at the highest dose activity change, positive = activation, most hits filed as activators; 1.3% of 330,000 active; AID 504466; note: % of control where 0% means no effect; nearly all actives have a fitted effect of over 60% in size
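Genotoxic stress is detected as increased luminescence from luciferase-tagged ELG1 in HEK293T cells, measured with ONE-Glo after a 16 hr treatment at 37 °C.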
FLuc counter = firefly luciferase modulation, counter-screen for miR-21 project; Potency, µM (highest dose often 57.5 µM), for inactives: at the highest dose activity change, negative = inhibition, hits mostly inhibitors; purified FLuc, Km substrates, luminescence inhibition; AID 588342; 6.9% of 360,000 active;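 note: plate controls were vehicle for no effect and reference inhibitor for full effect; nearly all actives have a fitted effect of over 55% in size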
Target sequence (P08659 whole entry, looked up): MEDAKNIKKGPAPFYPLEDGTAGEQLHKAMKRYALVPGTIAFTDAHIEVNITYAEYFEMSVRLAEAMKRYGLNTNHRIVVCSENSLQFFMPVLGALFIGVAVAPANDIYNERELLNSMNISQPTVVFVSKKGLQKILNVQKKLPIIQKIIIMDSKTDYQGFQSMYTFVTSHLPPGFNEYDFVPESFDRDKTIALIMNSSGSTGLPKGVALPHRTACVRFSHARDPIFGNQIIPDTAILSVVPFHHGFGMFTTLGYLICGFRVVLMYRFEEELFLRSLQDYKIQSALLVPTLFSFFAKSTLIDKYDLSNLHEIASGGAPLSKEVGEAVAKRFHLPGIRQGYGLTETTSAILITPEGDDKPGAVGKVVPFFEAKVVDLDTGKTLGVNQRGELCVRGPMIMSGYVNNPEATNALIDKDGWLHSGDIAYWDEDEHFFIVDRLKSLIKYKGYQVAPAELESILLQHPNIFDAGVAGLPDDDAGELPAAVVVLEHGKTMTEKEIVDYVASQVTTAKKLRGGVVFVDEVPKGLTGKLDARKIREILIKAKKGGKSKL
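Biochemical qHTS of compounds, final roughly 60 µM downward over six points, against 10 nM purified firefly luciferase using Km concentrations of substrates (10 uM D-luciferin, 10 uM ATP) in Tris acetate pH 7.5 buffer; luminescence output.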
BRCA1 expr act = activators of BRCA1 expression. MCF7-BRCA1-FFLuc reporter, luminescence, 48 h; response scale: scaled: vehicle 0%, 10 µM genistein 100%. Potency, µM (top dose mostly 46.1 µM), for the others: at the highest dose activation, actives largely listed as activators. 1.1% of 380,000 active. AID 624202; note: nearly all actives have a fitted effect of over 80% in size; some results filed as inactive show a strong effect at the top dose
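Reporter cells (MCF7, BRCA1 promoter-firefly luciferase) received library compounds across a concentration series for 48 h. End-point luminescence was measured and concentration-effect curves derived after normalization.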
uPA generation = inhibitors of cell surface uPA generation; cell surface uPA generation assay, qHTS; Potency, µM (series often up to 38.3 µM), for inactives: at the top dose activity change, negative = inhibition, usual class: inhibitors; 0.31% of 330,000 active; active = well fitted inhibition curve with a large enough effect; inconclusive = small, poorly fitted or top-dose-only effect; inactive = no such curve, though single readings can be large or run the other way; tested in mouse RAW 264.7 cells; note: % is set by controls: 0 for no effect and ±100 for the full control effect; nearly all actives have a fitted effect of over 55% in size
MBNL1-CUG inh = blocks human MBNL1 binding to CUG repeat RNA. Q9NR56. TR-FRET MBNL1-His/biotin-(CUG)12 binding, 665/545 ratio. Potency, µM (top dose mostly 57.5 µM), without a hit: top-dose activity change, negative = inhibition, actives largely listed as inhibitors. 0.036% of 280,000 active. AID 2675; active = well fitted inhibition curve with a large enough effect in the signal ratio, with a control signal flat, not every such curve was filed as active; inconclusive = small, poorly fitted or top-dose-only effect, or effect the other way, or a change in a side signal; inactive = no such curve, though single readings can be large or run the other way; the % refers to the signal ratio; note: % is set by controls: 0 for no effect and ±100 for the full control effect
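Ratiometric TR-FRET (665 over 545 nm, excitation 340 nm) tracks disruption of MBNL1-His/biotin-(CUG)12 complex after 60 min at room temperature, with compounds at 92 nM to 58 uM final.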
NPC1 prom act = activators of NPC1 promoter; Huh7 NPC1 promoter luciferase reporter, 24 h; Potency, µM (highest dose often 9.22 µM), for inactives: at the highest dose activation, hits mostly activators; 2.4% of 320,000 active; AID 485313;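 note: % of control where 0% means no effect; nearly all actives have a fitted effect of over 60% in size; reporter is driven by a mutant NPC1 promoter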
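In 1536-well qHTS, Huh7 cells harboring an NPC1 promoter–luciferase construct received compound for 24 h; activation was quantified by luminescence following luciferase reagent addition.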
VP16 counter = counter-screen for ROR gamma inhibitors: Gal4-VP16 reporter; Drosophila S2 Gal4-VP16 UAS-luciferase, luminescence, 20 h; Potency, µM (doses to about 53.6 µM), without a hit: at the highest dose activity, negative = inhibition, usual class: inhibitors; 3.5% of 310,000 active; AID 2546;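 note: Gal4-VP16 expression switched on by copper sulfate through the metallothionein promoter; % is set by controls: 0 for no effect and ±100 for the full control effect; nearly all actives have a fitted effect of over 50% in size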
MLL CXXC-DNA inh = blocks binding of human MLL CXXC domain to DNA | Q03164 | MLL-CXXC / FITC-HOXA9 DNA fluorescence polarization | Potency, µM (top dose mostly 115 µM), for inactives: at the top dose activity change, negative = inhibition, usual class: inhibitors | 0.037% of 290,000 active | AID 2662; active = well fitted inhibition curve with a large enough effect in the polarisation, with a control signal flat, not every such curve was filed as active; inconclusive = small, poorly fitted or top-dose-only effect, or effect the other way, or a change in a side signal; inactive = no such curve, though single readings can be large or run the other way; the % refers to the polarisation
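Purified MLL-CXXC (added from a 7 uM solution) was preincubated 5 min at ambient with pinned compounds in 50 mM Tris-HCl pH 7.5, 50 mM NaCl, 1 mM DTT, 0.05% BSA. Fluorescein-labeled HOX-A9 DNA (50 nM solution) followed, 30 min, then polarization read.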
* marks the source's active call; other numbers are inactive results; ? = inconclusive; nt = no result given; ! = not confirmed by another sample; [ ] = another dose, or the depositor's remark. Unless noted, calls come from the whole dose curve; as a rule, active = well fitted curve in the direction sought with a large enough effect; inconclusive = small, poorly fitted or top-dose-only effect, or another doubt; inactive = no such curve, though single readings can be large; an effect the other way counts as inactive or inconclusive. Potency is the fitted concentration of half-maximal effect. These rows are one share of the data. The share of hits here may be higher or lower than overall.

No.	SMILES	p53 reactivation	RORg inh	Rab9 prom act	ELG1 genotox	FLuc counter	BRCA1 expr act	uPA generation	MBNL1-CUG inh	NPC1 prom act	VP16 counter	MLL CXXC-DNA inh
1	O=C(/C=C/c1ccccc1)NC(NC(=S)Nc1cc(Cl)ccc1Cl)C(Cl)(Cl)Cl (configuration not stated)	-5%	15%	-2%	-5%	0%	-92%[inhibitor]	?	-5%	-2%	2%	3%
2	CCC(C)C(=O)N[C@@H](c1ccccc1)[C@@H](O)C(=O)O[C@H]1C[C@@]2(O)[C@@H](OC(=O)c3ccccc3)C3[C@](C)(C(=O)[C@H](OC(C)=O)C(=C1C)C2(C)C)[C@@H](O)C[C@H]1OC[C@@]31OC(C)=O (some centres not stated)	2%	?	-31%[inhibitor]	2%	0%	-36%	?	-2%	-35%	-19%	19%
3	Cc1ccc(OP(N)(=O)Oc2ccc(C)cc2)cc1	3%	21%	-7%	-14%	5%	10%	2%	-1%	2%	-1%	0%
4	Cc1c(C(=O)C(=O)N2CCC3(CC2)OCCO3)c2ccccc2n1C	2%	11%	-1%	0%	-2%	1%	-5%	-6%	3%	-2%	-3%
5	COc1ccc(C(=O)OC2C[C@H]3CC[C@@H](C2)N3O)cc1OC (some centres not stated)	-5%	-1%	-2%	0%	-2%	-7%	0%	-5%	-4%	16%	5%
6	O=C(c1cc(S(=O)(=O)N2CCC3(CC2)OCCO3)ccc1F)N1CCC2(CC1)OCCO2	0%	1%	1%	-7%	-4%	-4%	-13%	-12%	-5%	-2%	3%
7	C=C[C@@H]1C2=CCOC(=O)C2=CO[C@H]1O[C@@H]1O[C@H](CO)[C@@H](O)[C@H](O)[C@H]1O	9%	nt	2%	3%	3%	-16%	19%	nt	-3%	nt	nt
8	CCCNC(=O)c1c(N)n(CC2CCCO2)c2nc3ccccc3nc12 (configuration not stated)	-37%[inhibitor]	?	12%	-6%	-3%	0%	0%	?	1%	6.3µM*	-12%
9	O=C1NS(=O)c2cc([N+](=O)[O-])cc([N+](=O)[O-])c21 (configuration not stated)	8%	14%	-5%	0%	-11%	-15%	5%	?	-1%	12%	1%
10	COC(=O)c1cc(COc2cc(C)cc3oc(=O)c4c(c23)CCC4)c(C)o1	-4%	-20%	6%	-1%	6%	nt	nt	3%	-9%	-10%	1%
11	C=CCn1c(O)c(C(C)=NC2CCN(Cc3ccccc3)CC2)c(=O)[nH]c1=O	0%	-5%	-1%	0%	0%	-11%	9%	-6%	1%	-7%	-4%
12	COC(=O)C1=C(c2ccc(F)cc2OCc2ccccc2)C[C@@H]2CC[C@H]1N2C(=O)NCc1ccccc1C(F)(F)F	22%	nt	0%	1%	-2%	-33%	-11%	nt	-5%	nt	nt
13	O=C(c1cc(Br)ccc1Cl)N1CCC2(CC1)OCCO2	-1%	13%	-1%	0%	-8%	7%	nt	-5%	1%	7%	-1%
14	O=C(c1ccc2nc(-c3ccco3)c(-c3ccco3)nc2c1)N1CCC2(CC1)OCCO2	7%	-29%	1%	1%	?	5%	-1%	?	3%	-7%	?
15	Cc1ccc(C(=O)n2c(N)nc3ccccc32)cc1	-8%	1.6µM*	0.1µM*	0.21µM*	0.19µM*	?	-18%	-10%	?	6.3µM*	0%
16	Fc1ccc(C(OCCN2CCN(CCCc3ccccc3)CC2)c2ccc(F)cc2)cc1	nt	28µM*!	-42%[inhibitor][46.1 µM]	nt	nt	-63%	?	nt	-31%[inhibitor][46.1 µM]	32µM*!	-5%
17	COCc1cc(OC(=O)N(C)C)nc(-c2ccccc2)n1	0%	4%	-1%	1%	0%	-20%	-19%	-2%	-3%	-4%	-11%
18	NC(=O)NO	-2%	-5%	-14%[46.1 µM]	-7%	0%	-2%	?	nt	1%[46.1 µM]	-2%	2%
19	Nc1c(C(=O)NCc2ccco2)c2nc3ccccc3nc2n1Cc1ccccc1	-19%	?	-2%	-1%	0%	-43%	8%	25%[11.5 µM]	-8%	17%	1%
20	Cc1ccc(C)c(NC(=S)NCCc2cnc[nH]2)c1	2%	-6%	-5%	0%	-1%	9%	5%	-9%	-1%	-2%	-15%

Nos. 1 through 4 of the list above:
No.	SMILES	p53 reactivation	RORg inh	Rab9 prom act	ELG1 genotox	FLuc counter	BRCA1 expr act	uPA generation	MBNL1-CUG inh	NPC1 prom act	VP16 counter	MLL CXXC-DNA inh
1	O=C(/C=C/c1ccccc1)NC(NC(=S)Nc1cc(Cl)ccc1Cl)C(Cl)(Cl)Cl (configuration not stated)	-5%	15%	-2%	-5%	0%	-92%[inhibitor]	?	-5%	-2%	2%	3%
2	CCC(C)C(=O)N[C@@H](c1ccccc1)[C@@H](O)C(=O)O[C@H]1C[C@@]2(O)[C@@H](OC(=O)c3ccccc3)C3[C@](C)(C(=O)[C@H](OC(C)=O)C(=C1C)C2(C)C)[C@@H](O)C[C@H]1OC[C@@]31OC(C)=O (some centres not stated)	2%	?	-31%[inhibitor]	2%	0%	-36%	?	-2%	-35%	-19%	19%
3	Cc1ccc(OP(N)(=O)Oc2ccc(C)cc2)cc1	3%	21%	-7%	-14%	5%	10%	2%	-1%	2%	-1%	0%
4	Cc1c(C(=O)C(=O)N2CCC3(CC2)OCCO3)c2ccccc2n1C	2%	11%	-1%	0%	-2%	1%	-5%	-6%	3%	-2%	-3%

New compounds follow
No.	SMILES	p53 reactivation	RORg inh	Rab9 prom act	ELG1 genotox	FLuc counter	BRCA1 expr act	uPA generation	MBNL1-CUG inh	NPC1 prom act	VP16 counter	MLL CXXC-DNA inh
21	Cc1cccc(N2C(=O)NC(=O)/C(=C/c3ccc([N+](=O)[O-])o3)C2=O)c1	-4%	4%	0%	-4%	-9%	2%	1%	nt	-3%	?	14%
22	C[N+]12CN3CN(CN(C3)C1)C2	-8%	0%	0%	0%	6%	2%	-1%	-1%	-2%	1%	1%
23	CC1=C2[C@@H]3OC(=O)[C@H](C)C3CC[C@@]2(C)C=CC1=O (some centres not stated)	-1%	21%	-2%	-1%	1%	2%	-7%	-6%	-2%	-5%	8%
24	CNC(=O)O/N=C(\N)Cc1csc2ccc(Cl)cc12	-9%	-29%	-6%	17%	-3%	-54%	-14%	4%	-2%	?	-7%
25	CCC(Oc1cc(Cl)ccc1Cl)C(=O)N1CCC2(CC1)OCCO2 (configuration not stated)	10%	-15%	1.8µM*	?	11µM*	6%	8%	-3%	0.89µM*	-17%	-3%
26	CN(C=O)CP(=O)(O)CN(C)C=O	0%	5%	-1%	0%	5%	-25%	12%	3%	2%	-11%	-8%
27	COC(=O)C1=C(c2ccc(F)cc2OCc2ccccc2)C[C@@H]2CC[C@H]1N2C(=O)NCc1ccc(OC)c(OC)c1	-12%	nt	-7%	-10%	0%	-15%	-1%	nt	-5%	nt	nt
28	Cn1c(=O)cc(OCC(=O)N2CCC3(CC2)OCCO3)c2ccccc21	-4%	1%	-4%	14%	1%	-12%	-3%	-1%	-1%	4%	0%
29	CCCOP(=O)(OCCC)C(NC(=O)c1cc(OC)c(OC)c(OC)c1)c1ccccc1 (configuration not stated)	-4%	-18%	-3%	-8%	-2%	-30%	-5%	-5%	-7%	2%	2%
30	CCOc1ccc(C(C)=O)cc1Cc1c(O)[nH]c(=S)[nH]c1=O	-4%	-33%	2%	1%	-17%	-8%	-13%	-8%	1%	-9%	0%
31	Cc1ccc(NC(=S)NC2CC3CCC(C2)N3Cc2ccco2)cc1C (configuration not stated)	-1%	14µM*	-2%	-3%	-1%	-13%	-2%	-2%	-1%	-19%	11%
32	CCCCn1cnc2cc(NCc3cccc(OC)c3O)ccc21	12%	-9%	-7%	?	?	22%	1%	9%	9%	?	4%
33	O=C1CC(=O)N(c2ccccc2)C(=O)N1c1ccccc1	8%	9%	2%	9%	4%	42%	4%	-13%	-2%	1%	6%
34	CN1CCCN(C(=O)COc2ccc(Br)cc2)CC1	nt	nt	-4%	-8%	-3%	12%	3%	-8%	2%	nt	-2%
35	O=[N+]([O-])c1ccc(N2CCNCC2)cc1N1CCCCCC1	-6%	-17%	3%	-1%	0%	-13%	-4%	?	-7%	3%	0%
36	Cc1[nH]c2ccc(OCc3ccccc3)cc2c1CCN	nt	33%	-6%	-9%	-1%	-22%	-10%	9%	1%	11%	-3%

2 entries drawn at random from those above, as already listed:
No.	SMILES	p53 reactivation	RORg inh	Rab9 prom act	ELG1 genotox	FLuc counter	BRCA1 expr act	uPA generation	MBNL1-CUG inh	NPC1 prom act	VP16 counter	MLL CXXC-DNA inh
34	CN1CCCN(C(=O)COc2ccc(Br)cc2)CC1	nt	nt	-4%	-8%	-3%	12%	3%	-8%	2%	nt	-2%
36	Cc1[nH]c2ccc(OCc3ccccc3)cc2c1CCN	nt	33%	-6%	-9%	-1%	-22%	-10%	9%	1%	11%	-3%

High-throughput results from PubChem BioAssay.
